Screening data: PubChem, several laboratories
CHOP inhibitor: inhibitors of CHOP promoter induction, primary screen, cell-based, unfolded protein response, luciferase reporter; inhibition, % at 10 µM; AID 2732, 2010; 220,000 tested, 3.8% active; CHO-K1 CHOP-promoter luciferase, tunicamycin-induced, 15-18 h;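 active means compounds that reduced the stress-induced luciferase reporter signal by more than about 70% of percent inhibition, limit read from the data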;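 further: 0% = tunicamycin plus vehicle and 100% = wells without tunicamycin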
TRPN1 ag: zebrafish TRPN1 channel agonists, primary screen, cell-based, HEK293, calcium fluorescence; transient receptor potential cation channel N1 (TRPN1/NompC), Danio rerio; HEK293 zebrafish TRPN1-YFP, Fluo-8 calcium fluorescence; 100% = response to 87 µM carbachol; activation, % at 3 µM; 220,000 tested, 0.18% active; AID 1424, 2008;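 active means activation above its plate's cutoff, the mean activation of test wells on that plate plus 3 SD, cut at about 19% in these data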;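 further: 0% = DMSO alone and 100% = 87 µM carbachol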
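Material – zebrafish TRPN1-YFP in HEK293 cells · Doses – 3 µM single point · Schedule – dye 1 h 37 °C plus 30 min RT · Signal – Fluo-8 calcium fluorescence, excitation 470-495 nm, emission 515-575 nm · Read-out – % activation versus carbachol response · Control set – carbachol high, DMSO low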
MDM2 E3 inh: MDM2-luciferase reporter signal enhancers, primary screen, MDM2 E3 ligase inhibitor project, cell-based, luminescence, 1536-well; 210,000 tested, 0.11% active; E3 ubiquitin-protein ligase Mdm2 (Homo sapiens), Q00987; cell-based MDM2 ubiquitination luciferase reporter, 2 h; 0 = plate control, 100 = twice control, blank-subtracted; AID 1230, 2008; signal enhancement, % at 5 µM;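 active means signal enhancement of 30% or more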;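 further: luminescence tracks abundance of the self-degrading MDM2-luciferase fusion protein; higher signal means inhibition of MDM2 E3 ligase activity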
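Material: Stable MDM2–luciferase fusion reporter cells | Amount: 2000 cells seeded into each well | Dosing: One concentration, 5 µM, with 0.2% DMSO | Incubation: 4 h cell settling then 2 h compound exposure, 37 °C | Measured by: Luciferase luminescence | Read-out basis: % enhancement relative to plate controls after blank subtraction | Benchmarks: Control and blank well means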
Runt-SMMHC FRET: inhibitors of RUNX1 Runt–CBFb-SMMHC binding, primary screen, biochemical, FRET, Cerulean-Runt, Venus-CBFb-SMMHC, uHTS; Runt-related transcription factor 1 (Homo sapiens) + Core-binding factor subunit beta …; Cerulean-Runt/Venus-CBFb-SMMHC FRET ratio 530/480, 1 h; inhibition, % at 20 µM; 220,000 tested, 0.74% active; AID 1434, 2008;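 active means mean inhibition across duplicate retests at 20 µM reaching about 50%, limit read from the data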;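 further: 0% = DMSO wells and 100% = wells with excess untagged CBFb-SMMHC; inhibitors lower the FRET ratio by blocking Runt binding to CBFb-SMMHC; some results filed as inactive read as strong as hits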
Target sequence (Q01196 whole entry, looked up): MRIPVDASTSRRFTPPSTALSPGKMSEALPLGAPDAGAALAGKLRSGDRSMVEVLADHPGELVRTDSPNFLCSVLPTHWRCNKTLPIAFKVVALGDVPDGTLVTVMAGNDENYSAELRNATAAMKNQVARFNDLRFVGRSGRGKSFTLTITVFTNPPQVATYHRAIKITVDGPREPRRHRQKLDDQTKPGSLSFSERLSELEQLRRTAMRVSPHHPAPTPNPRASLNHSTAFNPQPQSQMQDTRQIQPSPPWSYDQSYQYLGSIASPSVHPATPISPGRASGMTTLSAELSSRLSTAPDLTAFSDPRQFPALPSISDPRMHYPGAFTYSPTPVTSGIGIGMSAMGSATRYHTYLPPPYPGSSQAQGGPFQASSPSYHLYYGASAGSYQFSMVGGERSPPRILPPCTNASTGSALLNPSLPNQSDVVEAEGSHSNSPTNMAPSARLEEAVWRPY
Target sequence (Q13951 whole entry, looked up): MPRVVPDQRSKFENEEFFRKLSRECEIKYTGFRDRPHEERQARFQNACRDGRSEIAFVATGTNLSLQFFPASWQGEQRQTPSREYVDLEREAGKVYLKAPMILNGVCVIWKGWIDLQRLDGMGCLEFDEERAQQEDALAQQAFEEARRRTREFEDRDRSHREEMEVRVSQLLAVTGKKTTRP
TNF necrop inh: inhibitors of TNF-alpha triggered necroptosis, primary screen, cell-based, Jurkat FADD-/-, single concentration | Jurkat FADD-/- TNF necroptosis rescue, ATP luminescence, 24 h; 0 = TNF only, 100 = no-TNF cells | activation (protection from cell death), % at 10 µM | 220,000 tested, 0.068% active;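 active means activation, meaning protection from cell death, of at least 50% relative to plate controls; inactive means activation below 50%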;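 further: necroptosis triggered by 40 ng/mL TNF-alpha added together with compound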
p47phox inh: p47phox/p22phox peptide binding inhibitors, primary screen, biochemical, uHTS, NADPH oxidase regulatory subunit; Neutrophil cytosol factor 1 (Homo sapiens), P14598; fluorescence polarization, 2 h; inhibition, % at 24.7 µM; 220,000 tested, 0.53% active; AID 1274, 2008;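 active means inhibition above about 30%, limit read from the data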;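 further: 0% = p47phox with labelled peptide and 100% = labelled peptide alone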
TRPML3 agonist: human TRPML3 channel agonists, primary screen, cell-based, HEK293 TRPML3-YFP, Fluo-8 calcium fluorescence, 3 µM; Mucolipin-3 (Homo sapiens), Q8TDD5; 100% = the carbachol control signal; activation, % at 3 µM; 220,000 tested, 0.29% active;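 active means activation above its plate's cutoff, the mean activation of the plate's test wells plus 3 SD, cut at about 12% in these data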;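 further: 0% = DMSO only wells and 100% = carbachol wells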
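Test system – HEK293 line with stable expression of human TRPML3-YFP channel · Control set – carbachol 87 µM final as high control (100%), DMSO as low control (0%) · Signal – Fluo-8 calcium dye fluorescence, ex 470-495, em 515-575 nm · Incubation – 1-h 37 °C dye load, 5-s basal, 120-s post-compound reads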
EBV gp42 inh: Epstein-Barr virus gp42 inhibitors, primary screen, biochemical, uHTS, fluorescence polarization; Glycoprotein 42 (Epstein-Barr virus (strain AG876)), Q1HVG2; Fluorescence polarization binding assay, mP read-out; inhibition, % (tested at 21.74 µM); 220,000 tested, 0.42% active; in the data active means inhibition above about 50%
Target sequence (Q1HVG2 whole entry, looked up): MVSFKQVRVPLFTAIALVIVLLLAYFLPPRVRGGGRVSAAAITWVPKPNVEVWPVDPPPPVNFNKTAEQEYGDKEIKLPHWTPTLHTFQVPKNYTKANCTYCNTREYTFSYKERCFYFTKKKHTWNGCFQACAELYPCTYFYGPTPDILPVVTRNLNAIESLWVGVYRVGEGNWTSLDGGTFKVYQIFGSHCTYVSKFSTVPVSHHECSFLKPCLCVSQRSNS
PPC-1+TRAIL kill: compounds killing PPC-1 cancer cells with TRAIL present, primary screen, TRAIL potentiator project, ATPLite luminescence, uHTS; AID 1443, 2008; 220,000 tested, 0.41% active; cell killing (% activity), % at 4 µM; PPC-1 cells + TRAIL, ATPLite viability luminescence;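 active means cell killing above 50% in the first pass at 4 µM, then a duplicate retest at 5 µM averaging 50% or more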;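 further: plate controls were cells with TRAIL plus DMSO for no effect and medium-only wells lacking cells for full effect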
* = called active by the depositor; nt = not tested or not shown.

SMILES	CHOP inhibitor	TRPN1 ag	MDM2 E3 inh	Runt-SMMHC FRET	TNF necrop inh	p47phox inh	TRPML3 agonist	EBV gp42 inh	PPC-1+TRAIL kill
NC(=S)N/N=C/c1c[nH]c2ccccc12	8	1.5	nt	2	-3.0	-9	0.6	-7	8
Cc1ccccc1CSc1nsc(N)n1	-3	-1.2	-13	-5	-2.7	-6	0.2	-10	13
N#Cc1cc([N+](=O)[O-])ccc1NC(=O)COC(=O)CC1CCCC1	15	2.2	nt	3	1.6	-11	1.3	-10	2
COc1cc(OC)c2c(C)cc(=O)oc2c1C(CCN1CCOCC1)c1ccc(N(C)C)cc1 (centres undefined)	5	nt	-9	1	-0.4	0	nt	-5	-8
O=C(CSc1nnc(NC(=O)c2ccco2)s1)Nc1ccc(F)cc1	-13	2.8	-6	-3	-0.2	0	1.4	-20	9
COc1ccccc1CCNC(=O)c1cc(-c2ccncc2)nc2ccc(Br)cc12	104*	0.4	-26	-5	0.5	39*	-0.1	-2	10
CC1(C)C(=O)OC(/C=C/c2cccc([N+](=O)[O-])c2)C(C)(C)C1=O (centres undefined)	-9	0.3	-4	1	3.8	-4	0.8	-11	0
COc1ccc(C(=O)NNC(=O)c2ccc(S(=O)(=O)N3CCCCC3)cc2)cc1	-3	0.1	-1	2	2.0	-13	0.6	-2	4
CCCNC(=O)NC(=O)COC(=O)c1ccc(OC)c(S(=O)(=O)N2CCCc3ccccc32)c1	10	-0.1	-17	-2	-5.5	-24	-0.2	-29	-12
CCCC(c1nnnn1CC1CCCO1)N1CCN(c2nc3ccccc3s2)CC1 (centres undefined)	22	2.1	5	-2	0.5	-16	1.2	2	-1
O=C1C(Cl)=C(NC2CCCCC2)C(=O)N1Cc1ccccc1	67	-1.2	3	-31	0.3	0	1.0	-6	-6
O=C(Cc1n[nH]c(=O)[nH]c1=O)N/N=C/c1ccccc1O	-8	0.0	5	-2	-2.3	-1	0.7	-6	2
C#CCn1c(=NC(=O)CN2C(=O)CCC2=O)sc2cc(S(N)(=O)=O)ccc21	27	1.2	-2	3	1.1	-17	1.8	-6	-6
O/N=C1/C2C3C(Br)C4C5CC(C1C53)C24 (centres undefined)	-2	2.0	1	-1	0.7	-10	1.0	-7	15
COc1ccccc1N=C1SC(C)CN1C(=O)C1CCC1 (centres undefined)	21	-0.3	-13	-7	1.6	-12	0.2	-12	-2
CS(=O)(=O)N(CC(=O)N1CCc2ccccc2C1)Cc1ccc(Cl)cc1	-13	0.9	-4	-2	0.4	-15	0.2	-6	13
COC(=O)c1ccccc1NC(=S)NC(=O)c1ccccc1	49	1.8	-4	-2	-7.2	-13	0.7	-6	-12
CN(C)/C=N/c1c(C#N)cnn1C	5	2.2	-13	12	-0.5	-1	0.8	-6	4
CCCn1c(S(=O)(=O)O)nc2ccccc21	30	-0.7	-10	-1	1.7	-8	0.2	-14	38
FC(F)Oc1ccc(-n2cc(-c3ccccc3)[n+]3c2CCCCC3)cc1	-15	0.6	-13	-1	-0.3	-8	0.6	3	18
CCOC(=O)c1ccc(N2C(=O)c3n[nH]c(C)c3C2c2ccc(O)cc2)cc1 (centres undefined)	-4	1.2	-22	2	-2.2	-2	-0.3	8	-4
O=C(COC(=O)Cn1cnc2ccccc21)NCCC1=CCCCC1	54	0.0	-8	3	0.5	-11	0.3	-45	-3
COc1ccc(C2c3sc(=O)[nH]c3SC3C(=O)N(c4ccccc4)C(=O)C32)cc1 (centres undefined)	19	1.5	-10	4	0.6	-8	0.3	3	10
O=C(c1cccc(N2C(=O)C3C4C=CC(C4)C3C2=O)c1)N1CCN(c2ccccc2)CC1 (centres undefined)	-32	0.6	-9	1	0.7	-1	2.0	-17	2
CC(C)C(OC(=O)c1ccco1)C(=O)NCc1ccco1 (centres undefined)	59	-0.1	-2	-4	0.3	-12	0.8	-4	14
CC(O)[C@@H](C(=O)N1CCNCC1)n1cc(CCCCN)nn1 (some centres undefined)	28	0.8	nt	1	0.4	-5	0.9	0	6
COc1ccc(N(C)C(=O)c2oc(=O)c3ccccc3c2-c2ccccc2)c(OC)c1	-4	-1.9	-11	0	-1.5	-6	-1.4	3	2
COC(=O)C1CCN(C(=O)c2ccccc2NC(C)=O)CC1	-16	1.0	21	-2	0.7	-2	0.2	-2	10
Cc1ccccc1C1=N/C(=C/c2cccs2)C(=O)O1	7	0.2	-8	-7	-2.2	-13	1.1	7	29
O=C(CSc1ncn(-c2ccccc2)n1)N1CCc2ccccc21	13	0.6	nt	-1	-0.7	-15	0.1	-19	5
COc1ccc2c(c1)C(C)=CC(C)(C)N2C(=O)CSc1nnc(-c2ccc(C)cc2)o1	13	-2.4	2	-2	-0.3	-9	37*	-6	14
COc1ccc(NC(=O)CSc2nc3c(c(-c4cccs4)c2C#N)CN(C)CC3)cc1OC	-2	-0.5	-5	-1	-1.3	1	0.2	57*	19
COc1ccc(OC)c2sc(NC(=O)C3=COCCO3)nc12	-10	1.2	-9	2	-3.2	-20	0.2	-3	16
O=[N+]([O-])c1cc(C(F)(F)F)ccc1N1CCCNCC1	19	0.4	-17	-6	2.5	0	1.0	-10	11
O=C(c1ccccc1[N+](=O)[O-])N1CCN(Cc2ccc3c(c2)OCO3)CC1	25	0.9	-6	4	0.1	-5	0.3	-4	10
O=C(CN1CCN(c2ccccc2O)CC1)Nc1ccc([N+](=O)[O-])cc1Br	16	0.0	5	-2	0.0	-8	0.1	3	-13
COc1ccc(-c2[nH]ncc2CNCCc2ncccc2C)cc1F	2	-0.2	-7	nt	1.7	4	0.3	-13	nt
CC(C)(C)C(=O)O/N=C(\N)c1ccc(-c2csnn2)cc1	-11	-2.4	-11	1	-0.9	-22	0.7	-7	9
COc1ccccc1C(=O)NCC1(c2ccccc2)CCCC1	11	-2.7	-11	3	-1.1	-3	0.1	-9	17
CCOC(=O)C1C(=O)CC(C)(O)C(C(=O)OCC)C1c1ccc(F)cc1 (centres undefined)	-26	-0.1	-18	-1	0.9	-15	0.8	-3	-7
O=C1/C(=C\c2ccc(C(F)(F)F)cc2)CSc2sccc21	5	-2.9	-9	-2	5.9	-8	-1.9	-8	-6

Two entries drawn at random from the list so far:
SMILES	CHOP inhibitor	TRPN1 ag	MDM2 E3 inh	Runt-SMMHC FRET	TNF necrop inh	p47phox inh	TRPML3 agonist	EBV gp42 inh	PPC-1+TRAIL kill
O=C(CSc1ncn(-c2ccccc2)n1)N1CCc2ccccc21	13	0.6	nt	-1	-0.7	-15	0.1	-19	5
O=C(c1cccc(N2C(=O)C3C4C=CC(C4)C3C2=O)c1)N1CCN(c2ccccc2)CC1 (centres undefined)	-32	0.6	-9	1	0.7	-1	2.0	-17	2

An excerpt of these results, with each value named.
> O=C(CN1CCN(c2ccccc2O)CC1)Nc1ccc([N+](=O)[O-])cc1Br
- CHOP inhibitor: 16
- TRPN1 ag: 0.0
- MDM2 E3 inh: 5
- Runt-SMMHC FRET: -2
- TNF necrop inh: 0.0
- p47phox inh: -8
- TRPML3 agonist: 0.1
- EBV gp42 inh: 3
- PPC-1+TRAIL kill: -13
> COc1ccc(-c2[nH]ncc2CNCCc2ncccc2C)cc1F
- CHOP inhibitor: 2
- TRPN1 ag: -0.2
- MDM2 E3 inh: -7
- Runt-SMMHC FRET: nt
- TNF necrop inh: 1.7
- p47phox inh: 4
- TRPML3 agonist: 0.3
- EBV gp42 inh: -13
- PPC-1+TRAIL kill: nt
> CC(C)(C)C(=O)O/N=C(\N)c1ccc(-c2csnn2)cc1
- CHOP inhibitor: -11
- TRPN1 ag: -2.4
- MDM2 E3 inh: -11
- Runt-SMMHC FRET: 1
- TNF necrop inh: -0.9
- p47phox inh: -22
- TRPML3 agonist: 0.7
- EBV gp42 inh: -7
- PPC-1+TRAIL kill: 9
> COc1ccccc1C(=O)NCC1(c2ccccc2)CCCC1
- CHOP inhibitor: 11
- TRPN1 ag: -2.7
- MDM2 E3 inh: -11
- Runt-SMMHC FRET: 3
- TNF necrop inh: -1.1
- p47phox inh: -3
- TRPML3 agonist: 0.1
- EBV gp42 inh: -9
- PPC-1+TRAIL kill: 17
